BAZ2B inh = blocks human BAZ2B | AlphaScreen BAZ2B-H3K14Ac peptide displacement | Potency, µM (highest dose often 114 µM), for the others: top-dose activity change, negative = inhibition, most hits filed as inhibitors | hit rate 4.4% among 360,000; also: potency is read from the fitted curve at half-maximal effect; % is scaled to controls: 0 for no effect and ±100 for the full control effect; nearly all actives have a fitted effect of over 60% in size
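AlphaScreen displacement of biotin-H3(5-23)K14Ac peptide (50 nM final) from BAZ2B (50 nM final) in PBS pH 7.4, 0.01% Tween-20; complex preformed 30 min RT, then compounds (top 110 uM) 30 min RT, beads 20 min dark.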
JMJD2A Tudor = blocks the human JMJD2A Tudor domain. AlphaScreen JMJD2A-Tudor / H3K4me3 peptide binding. Potency, µM (titrated, usually from 114 µM), for inactives: at the highest dose activity change, negative = inhibition, usual class: inhibitors. hit rate 4.4% among 390,000. AID 504339; also: potency is read from the fitted curve at half-maximal effect; % is scaled to controls: 0 for no effect and ±100 for the full control effect; nearly all actives have a fitted effect of over 50% in size
HP1b binding inh = inhibitors of HP1-beta chromodomain binding to methylated histone tails; P83916; AlphaScreen HP1-beta / biotin-H3K9me3 peptide binding; Potency, µM (doses to about 114 µM), for the others: top-dose activity change, negative = inhibition, most hits filed as inhibitors; hit rate 0.56% among 390,000; also: potency is read from the fitted curve at half-maximal effect; nearly all actives have a fitted effect of over 70% in size; inactives centre near 23
Target sequence (P83916 whole entry, looked up): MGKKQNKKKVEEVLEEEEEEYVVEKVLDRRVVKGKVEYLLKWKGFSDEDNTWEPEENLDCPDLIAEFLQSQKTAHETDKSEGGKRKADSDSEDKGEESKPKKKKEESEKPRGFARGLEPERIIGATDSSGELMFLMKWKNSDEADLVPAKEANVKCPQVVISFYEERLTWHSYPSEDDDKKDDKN
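Compound inhibition of the preformed complex between 50 nM HP1-beta and 50 nM biotinylated H3K9me3 peptide was read by AlphaScreen. Buffer was PBS pH 7.4 with 0.01% Tween-20. Incubations ran 30 min at room temperature, with 10 ug/mL donor/acceptor beads.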
PI4K2A inh = PI4K2A (human) kinase inhibition; hit rate 0.13% among 420,000; AID 1346378; activity change, negative = inhibition, % at 76.9 µM; purified PI4K2A, ADP-Glo luminescence, 1 h; active compounds read low; Q9BTU6; in the data active = activity change below about -50%; inconclusive = mostly about -30% to -49%;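 also: -100% = wells without enzyme as full effect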
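ADP-Glo luminescence measured ADP generated by PI4K2A enzyme (4 ug/mL before mixing) with 1.2 mM PI substrate (pre-mix) and 300 microM ATP (pre-mix). Tris pH7.5 buffer with MgCl2, Triton X-100; 1 h reaction at ambient temperature.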
12-LOX inh = inhibitors of human 12S-lipoxygenase ALOX12; hit rate 1.1% among 580,000; AID 1671190; Potency, µM (titrated, usually from 108 µM), without a hit: top-dose activity change, negative = inhibition, hits mostly inhibitors; purified 12hLO, xylenol orange hydroperoxide absorbance; also: potency is read from the fitted curve at half-maximal effect; % is scaled to controls: 0 for no effect and ±100 for the full control effect
Target sequence (P18054 whole entry, looked up): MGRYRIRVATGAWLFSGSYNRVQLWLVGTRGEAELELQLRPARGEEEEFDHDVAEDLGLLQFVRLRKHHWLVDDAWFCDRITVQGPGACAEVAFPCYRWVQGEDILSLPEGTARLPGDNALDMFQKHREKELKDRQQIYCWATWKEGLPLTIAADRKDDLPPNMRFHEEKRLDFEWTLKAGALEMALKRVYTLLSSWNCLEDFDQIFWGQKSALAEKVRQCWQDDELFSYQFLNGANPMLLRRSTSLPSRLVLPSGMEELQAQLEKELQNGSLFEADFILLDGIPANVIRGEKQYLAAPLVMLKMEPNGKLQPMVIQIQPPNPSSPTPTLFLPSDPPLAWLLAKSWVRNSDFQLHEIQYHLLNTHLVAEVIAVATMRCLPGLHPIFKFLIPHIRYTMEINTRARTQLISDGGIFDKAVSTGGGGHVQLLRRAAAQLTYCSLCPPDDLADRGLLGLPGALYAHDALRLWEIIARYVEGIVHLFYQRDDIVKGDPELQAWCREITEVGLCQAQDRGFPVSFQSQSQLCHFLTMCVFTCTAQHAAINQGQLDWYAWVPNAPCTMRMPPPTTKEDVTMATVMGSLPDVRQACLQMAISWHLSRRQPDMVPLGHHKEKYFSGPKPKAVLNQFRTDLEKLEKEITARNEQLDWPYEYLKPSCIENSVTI
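Purified human 12hLO (150 nM final) in 25 mM Hepes, 0.01% Triton X-100, pH 7.0 was preincubated 15 min at room temperature with compound. Then 40 uM arachidonic acid was added, 30 min. Hydroperoxide was read by Fe-XO absorbance ratio 573/405 nm.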
ERG Ets-DNA blk = ERG Ets/DNA interaction inhibition; fluorescence polarization, His-ERG Ets domain / labelled DNA; Potency, µM (series often up to 76.9 µM), for the others: top-dose FP activity, negative = inhibition, most hits filed as inhibitors; hit rate 0.028% among 370,000; active = well fitted inhibition curve with a large enough effect in the polarisation, with a control signal flat; inconclusive = small, poorly fitted or top-dose-only effect, or effect the other way, or a change in a side signal; inactive = no such curve, though single readings can be large or run the other way; the % refers to the polarisation;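 also: polarization taken with two DNA probes labelled with fluorescein and Texas red; potency is read from the fitted curve at half-maximal effect; % of control where 0% means no effect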
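His-tagged ERG Ets domain (1 uM in the protein solution; 300mM KCl, 50mM Tris-HCl, 1mM EDTA, 1mM DTT, pH 7.5) received compound, then a probe mix of 5 nM fluorescein-DNA and 100nM Texas-615-DNA. Fluorescence polarization was read for both dyes.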
GLS inhibitor = inhibitors of human glutaminase (GLS). O94925. GLS enzymatic activity, qHTS titration. Potency, µM (titrated, usually from 45.5 µM), for the others: top-dose activity change, negative = inhibition, actives largely listed as inhibitors. hit rate 0.21% among 410,000. AID 624170; also: potency is read from the fitted curve at half-maximal effect; % is scaled to controls: 0 for no effect and ±100 for the full control effect
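hKGA; 45 mM KH2PO4 pH 8.2 + 0.02% Tween-20; cpd via pin tool; 1 mM Gln soln; GluOx/HRP/Amplex Red; RT 30 min; fluor. t0 & final.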
G9a block = inhibitors of human histone lysine methyltransferase G9a. Q96KQ7. G9a H3K9 monomethylation, AlphaScreen, 2 h. Potency, µM (highest dose often 102 µM), without a hit: at the highest dose activity, negative = inhibition, most hits filed as inhibitors. hit rate 8.8% among 350,000. AID 504332; also: potency is read from the fitted curve at half-maximal effect; % is scaled to controls: 0 for no effect and ±100 for the full control effect; nearly all actives have a fitted effect of over 75% in size
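Readings reflect AlphaScreen signal from monomethyl-H3K9 antibody detection. HMT at 20 nM; substrate b-H3K9 500 nM; cofactor SAM 20 uM; 2 h RT reaction; compounds tested as titrations in qHTS with 15 min preincubation.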
RGS4 inhibitor = inhibitors of human regulator of G protein signaling 4. Potency, µM (titrated, usually from 114 µM), for inactives: at the highest dose activity change, negative = inhibition, most hits filed as inhibitors. P49798. Transcreener GDP fluorescence polarization, RGS4-accelerated GTP hydrolysis. hit rate 0.039% among 390,000. AID 504845; also: potency is read from the fitted curve at half-maximal effect; % is scaled to controls: 0 for no effect and ±100 for the full control effect; nearly all actives have a fitted effect of over 75% in size; some results filed as inactive show a strong effect at the top dose
Target sequence (P49798 whole entry, looked up): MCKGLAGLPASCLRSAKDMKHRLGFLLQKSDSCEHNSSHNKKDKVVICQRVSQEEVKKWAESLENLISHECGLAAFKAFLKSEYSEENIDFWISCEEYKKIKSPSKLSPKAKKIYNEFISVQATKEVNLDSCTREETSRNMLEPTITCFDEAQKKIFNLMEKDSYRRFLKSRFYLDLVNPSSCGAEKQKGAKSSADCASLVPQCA
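MLSMR compounds (23 nl, pin-transferred) preincubated 10 min at room temperature with a 500nM (2x) first reagent, then RGS4 at 900nM (2x) plus Transcreener GDP mix added; fluorescence polarization (620/688 nm) read before and after 90 min at 30 °C.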
Starred values were filed as active, the others as inactive; [ ] = remark or other dose. Unless noted, calls follow the shape of the dose curve; as a rule, active = well fitted curve in the direction sought with a large enough effect; inconclusive = small, poorly fitted or top-dose-only effect, or another doubt; inactive = no such curve, though single readings can be large; an effect the other way counts as inactive or inconclusive. The list is partial; count on the stated rates, not on these rows.

Screening COc1cccc(CNc2ncnc3onc(-c4ccc(F)cc4)c23)c1 returned BAZ2B inh 3%[57.1 µM], JMJD2A Tudor -13%, HP1b binding inh 31%, PI4K2A inh -4, 12-LOX inh -15%, ERG Ets-DNA blk 2%, GLS inhibitor -3%, G9a block 1%[59 µM] and RGS4 inhibitor -3%.
For Cc1nc2ccccn2c1C(=O)N/N=C/c1cc(C)n(-c2ccc(Cl)cc2)c1C the results were BAZ2B inh inconclusive, JMJD2A Tudor inconclusive, HP1b binding inh -16%, PI4K2A inh 1, 12-LOX inh -12%, ERG Ets-DNA blk -7%, GLS inhibitor -2%, G9a block -20%[59 µM] and RGS4 inhibitor -23%.
`COc1cc(NC(=O)Cc2cccs2)c(C(=O)O)cc1OC` gave BAZ2B inh -14%, JMJD2A Tudor -11%, HP1b binding inh 44%[activator], PI4K2A inh 4, 12-LOX inh 2%, ERG Ets-DNA blk -2%, GLS inhibitor 10% and RGS4 inhibitor 31%.
`COc1ccc(CN(C)C(=O)CCN2C(=O)c3ccccc3C2=O)c(OC)c1OC` gave BAZ2B inh -3%, JMJD2A Tudor -5%, HP1b binding inh 21%, PI4K2A inh -1, 12-LOX inh -20%, ERG Ets-DNA blk 1%, GLS inhibitor -17%, G9a block -44% and RGS4 inhibitor -3%.
`CC(C)c1ccc(NC(=O)NC2CCCCC2)cc1` gave BAZ2B inh -1%, JMJD2A Tudor inconclusive, HP1b binding inh 33%[activator], PI4K2A inh 1, 12-LOX inh 21%, ERG Ets-DNA blk -10%, GLS inhibitor -4%, G9a block 1%[59 µM] and RGS4 inhibitor -13%.
Screening NC(=O)[C@@H]1CCNc2c(I)cc([N+](=O)[O-])cc2C(=O)N[C@@H](CCC(=O)O)C(=O)N[C@@H](CO)C(=O)N1 returned BAZ2B inh -38%, JMJD2A Tudor -14%, HP1b binding inh 31%, PI4K2A inh -2, ERG Ets-DNA blk -4%, GLS inhibitor -10%, G9a block 10µM* and RGS4 inhibitor 7%.
For Cc1cc(C)c2c(N)c(S(=O)(=O)Cc3ccccc3)sc2n1 the results were BAZ2B inh 4%, JMJD2A Tudor 10%, HP1b binding inh 60%[activator], PI4K2A inh 0, 12-LOX inh inconclusive, ERG Ets-DNA blk 7%, GLS inhibitor 13%, G9a block inconclusive and RGS4 inhibitor 4%.
`COCCNC(=S)NN=C1CCCCCC1` gave BAZ2B inh -22%, JMJD2A Tudor -13%, HP1b binding inh 6%, PI4K2A inh 5, 12-LOX inh 80%[activator], ERG Ets-DNA blk 5%, GLS inhibitor 5%, G9a block 7% and RGS4 inhibitor 4%.
`Cc1oc2ncn(CC(C)C)c(=O)c2c1C(=O)N1CCN(c2ccc(F)cc2)CC1` gave BAZ2B inh 2%[57.1 µM], JMJD2A Tudor -15%, HP1b binding inh 8%, PI4K2A inh -1, 12-LOX inh -15%, ERG Ets-DNA blk 4%, GLS inhibitor 13%, G9a block -7%[59 µM] and RGS4 inhibitor -3%.
Oc1ccc(-c2[nH]ncc2-c2ccc(Cl)cc2)c(O)c1 was read as BAZ2B inh inconclusive, JMJD2A Tudor inconclusive, HP1b binding inh 7%, PI4K2A inh -1, 12-LOX inh inconclusive, ERG Ets-DNA blk 7%, GLS inhibitor 23%, G9a block -6% and RGS4 inhibitor 19%.
For Cc1cc(C(c2ccc(O)cc2)c2cc(C)c(O)cc2C)c(C)cc1O the results were BAZ2B inh inconclusive, JMJD2A Tudor -34%, HP1b binding inh 5%, PI4K2A inh 2, 12-LOX inh inconclusive, ERG Ets-DNA blk -1%, GLS inhibitor -5%, G9a block 11%[0.501 µM] and RGS4 inhibitor 30%.
`COc1cccc(-n2nc3c(=O)n(Cc4ccccc4Cl)nc(C)c3c2C)c1` gave BAZ2B inh 1%, JMJD2A Tudor -9%, HP1b binding inh -5%, PI4K2A inh 0, 12-LOX inh -9%, ERG Ets-DNA blk 7%, GLS inhibitor 1%, G9a block -6% and RGS4 inhibitor -3%.
For Cc1ccc2cc(CN(CC3CCCO3)C(=O)NC3CCCCC3)c(=O)[nH]c2c1C (stereo unspecified) the results were BAZ2B inh -23%, JMJD2A Tudor -6%, HP1b binding inh 23%, PI4K2A inh 3, 12-LOX inh -7%, ERG Ets-DNA blk -1%, GLS inhibitor -4%, G9a block -4% and RGS4 inhibitor 25%.
For O=C(CCCCCn1c(=S)[nH]c2cc3c(cc2c1=O)OCO3)N1CCN(C2CCCCC2)CC1 the results were BAZ2B inh 7%, JMJD2A Tudor -12%, HP1b binding inh 19%, PI4K2A inh -1, 12-LOX inh -11%, ERG Ets-DNA blk -9%, GLS inhibitor 14%, G9a block inconclusive and RGS4 inhibitor -19%.
For Cn1c(SCc2ccc(Cl)cc2)nnc1C1CC1 the results were BAZ2B inh -18%, JMJD2A Tudor 1%, HP1b binding inh 36%, PI4K2A inh -28, 12-LOX inh 0%, ERG Ets-DNA blk -4%[15.4 µM], GLS inhibitor 10%, G9a block 32µM* and RGS4 inhibitor -15%.
Cc1ccc2[nH]c(-c3cccc(N)c3)cc2c1 was read as BAZ2B inh 50µM*, JMJD2A Tudor inconclusive, HP1b binding inh inconclusive, PI4K2A inh -2, 12-LOX inh 0%, ERG Ets-DNA blk -1%, GLS inhibitor 54%[activator], G9a block 50µM* and RGS4 inhibitor 4%.
COc1ccc(NC(=O)c2ccc(NC(=O)c3ccco3)cc2)c(OC)c1 was read as BAZ2B inh -14%, JMJD2A Tudor -8%, HP1b binding inh 10%, PI4K2A inh -3, 12-LOX inh 16%, ERG Ets-DNA blk 10%, GLS inhibitor -7%, G9a block -9% and RGS4 inhibitor 3%.
Screening CCOC(=O)Cn1c(=O)c2c(nc(N3CCOCC3)n2C)n(C)c1=O returned BAZ2B inh 5%, JMJD2A Tudor -4%, HP1b binding inh 10%, PI4K2A inh -1, 12-LOX inh 8%, ERG Ets-DNA blk -5%, GLS inhibitor -2%, G9a block 8% and RGS4 inhibitor 21%.
CC(=O)c1ccccc1NC(=O)Cn1c(=O)cnc2ccccc21 was read as BAZ2B inh 3%, JMJD2A Tudor -13%, HP1b binding inh 42%[activator], PI4K2A inh 0, 12-LOX inh 2%, ERG Ets-DNA blk -64%, GLS inhibitor 16%, G9a block 3%[59 µM] and RGS4 inhibitor -10%.
`Cc1ccc(NC(=O)c2sc3nc[nH]c(=O)c3c2C)cc1C` gave BAZ2B inh 0%, JMJD2A Tudor -19%, HP1b binding inh 24%[57 µM], PI4K2A inh -4, 12-LOX inh -13%, ERG Ets-DNA blk 1%, GLS inhibitor -5%, G9a block -6%[59 µM] and RGS4 inhibitor -5%.
For CC(C)N(Cc1cnn(C)c1)Cc1nc(-c2ccc(Cl)cc2)no1 the results were BAZ2B inh -16%, JMJD2A Tudor -20%, HP1b binding inh 32%, PI4K2A inh -4, 12-LOX inh 2%, ERG Ets-DNA blk -11%, GLS inhibitor 1%, G9a block -9% and RGS4 inhibitor 11%.
For CCC(=O)Nc1ccc(C(=O)NNC(=O)c2cc(OC)c(OC)c(OC)c2)cc1 the results were BAZ2B inh 1%, JMJD2A Tudor -11%, HP1b binding inh -2%, PI4K2A inh 0, 12-LOX inh 3%, ERG Ets-DNA blk 18%, GLS inhibitor 5%, G9a block -7% and RGS4 inhibitor 15%.
For N#C/C(=C(/O)c1cc2ccccc2o1)c1nc2ccccc2s1 the results were BAZ2B inh -5%, JMJD2A Tudor -26%, HP1b binding inh 62%[activator], PI4K2A inh -5, 12-LOX inh -13%, ERG Ets-DNA blk -1%, GLS inhibitor 8% and RGS4 inhibitor -23%[56.9 µM].
`CC(NS(=O)(=O)c1ccc(F)cc1)C(=O)NCc1ccncc1` (stereo unspecified) gave BAZ2B inh 2%, JMJD2A Tudor 3%, HP1b binding inh 35%[activator], PI4K2A inh 2, 12-LOX inh 0%, ERG Ets-DNA blk 8%, GLS inhibitor -6%, G9a block -8%[59 µM] and RGS4 inhibitor -5%.
For COc1ccc(S(=O)(=O)N(CCc2ccccc2)CC(=O)NCc2ccc(C)cc2)cc1 the results were BAZ2B inh 1%, JMJD2A Tudor -5%, HP1b binding inh 34%, PI4K2A inh -2, 12-LOX inh 0%, ERG Ets-DNA blk -1%, GLS inhibitor -4%, G9a block 6%[59 µM] and RGS4 inhibitor 10%.
For O=C(COc1ccc(S(=O)(=O)N2CCOCC2)cc1)NCc1ccco1 the results were BAZ2B inh -5%, JMJD2A Tudor -9%, HP1b binding inh 29%, PI4K2A inh 4, 12-LOX inh 8%, ERG Ets-DNA blk 21%, GLS inhibitor -10%, G9a block 45% and RGS4 inhibitor -8%.
For COc1ccc(C2(C(=O)N3CCOCC3)CCOCC2)cc1OC the results were BAZ2B inh 18%, JMJD2A Tudor -4%, HP1b binding inh 21%, PI4K2A inh 4, 12-LOX inh 0%, ERG Ets-DNA blk 4%, GLS inhibitor 10%, G9a block -9% and RGS4 inhibitor 23%.
`Cc1cccc(NC(=O)C2CCN(S(=O)(=O)c3cccs3)CC2)n1` gave BAZ2B inh -4%, JMJD2A Tudor -2%, HP1b binding inh 5%, PI4K2A inh 3, 12-LOX inh 0%, ERG Ets-DNA blk 6%, GLS inhibitor -3%, G9a block -44% and RGS4 inhibitor 19%.

Screens from PubChem BioAssay.
